Screens: PubChem, several laboratories
PMI activator = phosphomannose isomerase (human) activation; P34949; activation factor at 20 µM; AID 1214; purified human PMI, coupled resazurin fluorescence, 20 min; active compounds read high; 1 = vehicle control, 0 substrate-free wells; hit rate 0.005% among 190,000;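 active = activation factor of 2 or more at 20 µM, relative to plate controls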
G6PDH CS = L. mesenteroides G6PDH inhibition counter-screen. hit rate 0.12% among 200,000. Purified L. mesenteroides G6PDH, diaphorase/resazurin coupled fluorescence, 45 min. inhibition, % at 5 µM; in the data active = inhibition above about 50%
SRC2 TRFRET art = flags TR-FRET format artefacts in PPARgamma SRC-2 recruitment agonist screen | hit rate 0.4% among 200,000 | AID 1049 | TR-FRET artefact counter-screen; active compounds read high | TR-FRET ratio at 8 µM; in the data active = TR-FRET ratio above about 2000; also: inactives centre near 1500
Diaphorase inh = counter-screen for diaphorase-based assays: diaphorase inhibitors and chemical oxidizers; diaphorase resazurin-to-resorufin fluorescence, NADH, 16 min; bacterial (C. kluyveri) enzyme, not human; AID 1217; inhibition, % at 20 µM; hit rate 0.69% among 190,000;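 active = primary screen inhibition at 20 µM above a set limit, cut at about 50% in these data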;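 also: plate controls were DMSO with full reaction for no effect and wells lacking NADH for full effect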
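controls = No-NADH positive control and DMSO neutral control | system = Clostridium kluyveri diaphorase enzyme | timing = reaction incubation of 16 min at room temperature | signal = resorufin fluorescence 544/590 nm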
PPARg SRC1 recr = promotes SRC-1 coactivator recruitment by human PPARgamma; hit rate 0.41% among 200,000; AID 631; PPARgamma-SRC-1 coactivator recruitment biochemical assay; P37231; activation, % at 8 µM; in the data active = activation above about 19%;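 also: 0% = DMSO and 100% = reference agonist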
Target sequence (P37231 whole entry, looked up): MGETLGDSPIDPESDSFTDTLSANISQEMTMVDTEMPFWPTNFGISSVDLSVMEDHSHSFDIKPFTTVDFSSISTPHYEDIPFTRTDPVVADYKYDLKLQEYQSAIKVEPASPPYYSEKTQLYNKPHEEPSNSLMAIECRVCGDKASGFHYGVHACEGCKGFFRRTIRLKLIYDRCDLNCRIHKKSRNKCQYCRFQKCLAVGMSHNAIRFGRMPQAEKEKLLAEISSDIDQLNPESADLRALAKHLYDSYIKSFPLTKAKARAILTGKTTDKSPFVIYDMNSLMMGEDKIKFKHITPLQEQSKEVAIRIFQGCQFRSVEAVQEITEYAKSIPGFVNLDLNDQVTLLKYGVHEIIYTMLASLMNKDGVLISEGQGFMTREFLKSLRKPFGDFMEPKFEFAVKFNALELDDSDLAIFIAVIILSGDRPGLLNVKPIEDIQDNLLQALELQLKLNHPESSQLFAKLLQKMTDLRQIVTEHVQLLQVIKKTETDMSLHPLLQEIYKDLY
ROMK mod = human ROMK K+ channel modulation, primary screen; P48048; Tet-inducible ROMK, thallium flux fluorescence; actives lie on both sides; B-score at 10 µM; hit rate 2% among 130,000;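 active = signal ratio slope over the read window, or its plate-corrected B-score, at least 3 SD from the plate mean, either direction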;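 also: B-score of the F/F0 ratio slope over 7 to 12 s after thallium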
Target sequence (P48048 whole entry, looked up): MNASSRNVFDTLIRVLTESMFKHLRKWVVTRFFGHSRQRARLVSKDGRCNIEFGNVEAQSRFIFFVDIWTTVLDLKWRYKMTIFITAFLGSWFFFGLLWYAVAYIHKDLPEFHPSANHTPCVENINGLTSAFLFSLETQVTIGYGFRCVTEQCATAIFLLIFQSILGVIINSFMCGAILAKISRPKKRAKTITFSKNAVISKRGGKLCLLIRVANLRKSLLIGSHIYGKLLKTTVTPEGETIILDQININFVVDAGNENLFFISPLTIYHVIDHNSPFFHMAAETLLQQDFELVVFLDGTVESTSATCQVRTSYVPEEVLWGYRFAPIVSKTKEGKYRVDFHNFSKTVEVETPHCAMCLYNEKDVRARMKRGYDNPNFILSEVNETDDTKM
PMI act satM6P = activators of human phosphomannose isomerase at near-saturating mannose 6-phosphate. P34949. coupled PMI enzyme assay, resazurin fluorescence, 20 min; active compounds read high; 1 = untreated enzyme, 0 = substrate-free blank. activation factor at 20 µM. hit rate 0.34% among 190,000;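 active = activation factor of 2 or more at 20 µM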
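Test system: Human PMI in coupled enzyme assay | Input: 15 ng/mL PMI | Medium: HEPES-buffered pH 7.4 with magnesium and detergent | Compound: One concentration, 20 µM, in 1% DMSO | Incubation: Enzyme reaction with compound 20 min at room temperature | Detection: Diaphorase-driven resazurin-to-resorufin fluorescence, excitation 544, emission 590 nm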
PPARg SRC-3 ag = agonists of human PPARgamma SRC-3 coactivator recruitment; biochemical PPARgamma/SRC-3 coactivator recruitment assay; activation, % at 8 µM; hit rate 0.26% among 200,000; in the data active = activation above about 23%;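 also: 0% = DMSO and 100% = reference agonist; some compounds past the cut are filed as inactive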
PPARg SRC-2 ag = promotes SRC-2 coactivator recruitment by human PPARgamma | P37231 | PPARgamma LBD-SRC-2 recruitment, biochemical | activation, % at 8 µM | hit rate 0.34% among 200,000; in the data active = activation above about 22%;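 also: 0% = vehicle and 100% = reference agonist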
S1P3 antag = S1P3 (human) receptor antagonism | inhibition, % at 4.98 µM | AID 485 | CHO S1P3 NFAT-BLA reporter, FRET fluorescence, antagonist mode | hit rate 0.27% among 170,000;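 active = inhibition above the plate cutoff, the mean inhibition of test wells on that plate plus 3 SD, cut at about 28% in these data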;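 also: cells challenged with S1P at its EC80 of 0.8 µM; blue over green emission ratio from cleaved BLA substrate after 4 h stimulation; 0% = S1P-stimulated wells and 100% = unstimulated DMSO-only wells; some compounds past the cut are filed as inactive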
Diaphorase act = diaphorase activation or chemical reduction counter-screen; Diaphorase/resazurin coupled assay, resorufin fluorescence, 16 min; active compounds read high; 1 = vehicle wells, 0 = NADH-free wells; activation factor at 20 µM; hit rate 0.005% among 190,000; AID 1229;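 active = diaphorase activity raised at least twofold by the compound at 20 µM; inactive = activation factor below 2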
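Material: purified diaphorase enzyme from Clostridium kluyveri; Also added: 0.114 mM NADH and 0.1 mM resazurin, final amounts; Doses: single compound dose of 20 µM, 1% DMSO final; Times: 16 min enzyme reaction, ambient temperature; Detection: resorufin fluorescence, excitation 544 nm, emission 590 nm; Measure: increased resorufin signal from activators or reducing compounds.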
Numbers without * were called inactive; . = no result given.

SMILES	PMI activator	G6PDH CS	SRC2 TRFRET art	Diaphorase inh	PPARg SRC1 recr	ROMK mod	PMI act satM6P	PPARg SRC-3 ag	PPARg SRC-2 ag	S1P3 antag	Diaphorase act
COc1ccc(CNC(=O)c2nnn(-c3cccc(C(F)(F)F)c3)c2N)cc1	1.1	3	1505	18	0	-0.068	1	2	-2	-2	0.8
CCc1n(CC(O)COC2CCCCC2)c2ccccc2[n+]1C (stereo not given)	0.8	14	1554	4	1	0.0095	0.8	-3	0	-8	1
CC(=O)c1cc2c(cc1NC(=O)c1cc3nc(C(C)C)cc(C(F)(F)F)n3n1)OCO2	0.9	4	1625	30	0	.	0.8	10	11	20	0.7
CCSCCc1nnc(NC(=O)Nc2cccc(C(F)(F)F)c2)s1	1	-20	1548	5	-3	.	1	7	4	6	1
CCN(CC)C(=O)n1cnc(-c2ccccc2)c1-c1ccccc1	1	2	1513	8	13	.	1	2	5	-3	0.9
CC(C(=O)OCc1nnc(-c2ccccc2)o1)N1C(=O)C2CCCCC2C1=O (stereo not given)	0.9	1	1866	5	0	.	1	7	1	9	1
O=C(O)c1ccc(-n2nnnc2Oc2ccccc2C(=O)N2CCOCC2)cc1	0.9	9	1489	17	2	.	1	8	0	-10	0.8
COc1cccc(C(=O)Nc2cccc(-c3ccc4nncn4n3)c2)c1OC	1	5	1626	9	-4	-0.11	1	1	-1	-10	0.9
CC(c1ccco1)N(C(=O)c1cccs1)c1ccccn1 (stereo not given)	1.1	7	1680	6	-11	.	1.1	-7	3	0	0.9
CCCCN(C(=O)c1ccc2c(c1)OCO2)c1ccccc1	0.9	9	1318	18	6	-0.15	0.9	-2	1	0	0.8

Full records from above. Order of values: PMI activator, G6PDH CS, SRC2 TRFRET art, Diaphorase inh, PPARg SRC1 recr, ROMK mod, PMI act satM6P, PPARg SRC-3 ag, PPARg SRC-2 ag, S1P3 antag, Diaphorase act
COc1ccc(CNC(=O)c2nnn(-c3cccc(C(F)(F)F)c3)c2N)cc1 as listed: 1.1, 3, 1505, 18, 0, -0.068, 1, 2, -2, -2, 0.8
CC(=O)c1cc2c(cc1NC(=O)c1cc3nc(C(C)C)cc(C(F)(F)F)n3n1)OCO2 as listed: 0.9, 4, 1625, 30, 0, ., 0.8, 10, 11, 20, 0.7

Additional entries follow:
SMILES	PMI activator	G6PDH CS	SRC2 TRFRET art	Diaphorase inh	PPARg SRC1 recr	ROMK mod	PMI act satM6P	PPARg SRC-3 ag	PPARg SRC-2 ag	S1P3 antag	Diaphorase act
Cc1ccc(NC(=O)CCC(=O)c2ccc(F)cc2)cc1Cl	1	2	1632	6	7	.	1	9	8	.	0.9
COc1ccc(CCCc2nnc(SCC(=O)Nc3ccc(OC)cc3)o2)cc1	0.9	2	1695	6	-4	0.031	1	0	-6	-9	0.9
Cn1c(=O)c2c(ncn2CC(=O)OCC(=O)Nc2ccccc2)n(C)c1=O	1	0	1308	12	-11	1.6	1.1	-2	-3	-21	0.9
O=C(CCN1CCN(c2ccccc2F)CC1)Nc1ccccc1F	1.1	4	1366	17	2	-0.15	1	1	-3	2	0.8
COc1ccc(S(=O)(=O)N2CCC(N3CCN(Cc4ccccc4)CC3)CC2)cc1	1.2	-1	1489	14	-3	-0.47	1.3	-4	-3	2	0.9
COCCOC(=O)/C=C1/NC(=O)CS1	0.9	-9	1473	17	1	-0.34	0.9	-15	3	-36	0.8
O=C(O)c1ccc2c(=O)[nH]c(CCl)nc2c1	1.2	-2	1528	10	-2	0.15	1.1	-2	-3	-15	0.9
Cc1ccc(NC(=S)NNc2ncc(C(F)(F)F)cc2Cl)cc1	1	0	1531	8	5	.	1	0	2	-6	0.9
Cc1ccc(CSCCNS(C)(=O)=O)cc1	0.9	-4	1449	10	0	.	0.9	-5	8	.	0.9
CCCOc1ccccc1C1NC(=O)NC(C)=C1C(=O)OCCOCC (stereo not given)	1	6	1487	20	-2	.	0.9	-5	-3	10	0.8
O=C(Nc1nc(C2C3CC4CC(C3)CC2C4)cs1)c1cc2cc([N+](=O)[O-])ccc2oc1=O (stereo not given)	0.9	-5	1654	8	-3	.	0.9	12	3	.	0.9
COc1cc2c(cc1NC(=O)Nc1ccc(C)cc1)oc1ccccc12	0.9	-3	1454	12	0	1.2	1	-7	5	.	0.9
CC(=O)c1cccc(N=Nc2c(-c3ccccc3)[nH]n(-c3ccccc3)c2=O)c1	0.9	8	1750	4	8	-1.5	0.9	1	-3	11	1
Cc1cccc(-c2nnc(SCc3nc4ccccc4[nH]3)n2Cc2ccco2)c1	1	2	1543	15	0	.	0.9	0	2	6	0.8
COc1cccc(C(=O)NC(=S)Nc2ccc3oc(=O)ccc3c2)c1	0.9	-31	1527	5	-5	.	1	-5	1	-14	1
C/C(=N\O)c1ccccc1C(=O)O	1.1	2	1592	1	-1	.	1.1	3	3	-7	1
Cc1ccc(OCc2ccoc2C(=O)O)cc1C	0.9	13	1484	12	-4	.	1	7	-2	-21	0.9
Cc1cc(C)n(-c2ccc(C(=O)Nc3cccc(S(=O)(=O)N4CCCC4)c3)cc2)n1	1.2	3	1420	8	3	-0.18	1.1	1	-1	-8	0.9
Cc1ccccc1OCCN(C#N)c1nc(N(C)C)nc(N(C)C)n1	0.9	17	1614	15	3	-0.0029	0.9	-2	1	-9	0.8
N#Cc1c(NC(=O)CSc2n[nH]c(Cc3ccccc3)n2)oc(-c2ccccc2)c1-c1ccccc1	1	2	1496	15	2	-0.65	1.4	5	18	-18	0.8
Cc1nc(-c2coc3c(CN(C)C)c(O)ccc3c2=O)cs1	1	3	1541	4	7	-0.51	1	-4	13	.	1
CCc1ccccc1NC(=O)COc1ccc(C(=S)N2CCCC2)cc1	1	6	1582	-3	-2	-0.12	0.9	-5	6	-19	1
COc1ccc(OC)c(-n2nnnc2SCC(=O)NCCc2ccccc2)c1	0.9	9	1538	16	0	0.015	0.9	6	0	-15	0.8
CCc1nnc(NS(=O)(=O)c2ccc(N/C=C\C(=O)c3cccc(OC)c3)cc2)s1	1	4	1619	14	6	1.1	1	16	8	-2	0.9
Cc1cc(C)n(CC(=O)N2c3ccccc3Sc3ccccc32)n1	0.9	-5	1357	7	3	1.9	1	-2	-4	.	0.9
COc1ccc(NC(=O)COC(=O)Cc2c[nH]c3ccccc23)cc1OC	1	-1	1753	6	6	1.2	0.9	1	-4	-8	0.9
O=[N+]([O-])c1cccc(/C=C2\CCC(/C=N/Nc3ccc4ccccc4n3)=C2N2CCOCC2)c1	1	-12	1361	3	-2	0.9	1	0	-2	-6	1
C/C(=N\NC(=O)C1CCCN(S(=O)(=O)c2ccccc2)C1)c1cccnc1 (stereo not given)	0.9	-5	1485	18	5	.	0.8	1	4	.	0.8
Cc1ccc(-c2cc(C(F)(F)F)n3ncc(C(=O)N4CCCc5ccccc54)c3n2)cc1	1	8	1591	11	-7	0.72	1	12	2	.	0.9
CC(C)N(CCO)C(=O)CCc1nnc(Cc2cccc(C(F)(F)F)c2)o1	1	11	1631	0	-2	0.71	1	3	1	-24	1
O=C(Nc1ccccc1N1CCCCC1)c1ccccc1F	1	7	1609	-4	0	-0.61	1	0	5	8	1
CCCc1nc(Cl)c(C#N)c2c1CCCC2	0.9	1	1628	7	5	-0.31	0.9	-1	10	4	0.9
CCOc1ccc(S(=O)(=O)N2CCN(C(=O)c3cccn3C)CC2)cc1	1	1	1646	1	2	.	1	-5	-1	14	1
O=c1n(S(=O)(=O)c2cccc3cccnc23)c2ccccc2n1S(=O)(=O)c1cccc2cccnc12	0.9	4	1544	6	4	-1.2	0.9	4	-6	.	0.9
COc1ccc(C2NCCc3cc(OC)c(OC)cc32)cc1OC (stereo not given)	0.9	1	1432	18	0	0.57	0.9	-1	-2	-16	0.8
COc1ccccc1Cc1noc(-c2cc(Cl)ccc2OC)n1	0.8	-4	1580	18	3	.	0.8	-3	2	23	0.8
COc1cc(SC)ccc1C(=O)OC(C)C(=O)NC1CCCC1 (stereo not given)	1	2	1632	2	-2	1	0.9	1	3	-5	1
CCOC(=O)c1cccc(NC(=O)CN2CCN(c3ccc(OC)cc3)CC2)c1	0.9	-1	1411	19	10	.	0.9	4	-3	6	0.8
CCOC(=O)c1c(-c2cccs2)csc1NC(=O)CC(C)C	1	3	1554	8	1	1.5	1	2	16	.	0.9
COc1cc2nc(N3CCNCC3)nc(N)c2cc1OC	0.8	-18	1274	-9	-8	.	0.8	-11	-2	13	1.1

Ordered by the number under ROMK mod (ascending): 4 of the compounds above
| SMILES | ROMK mod |
| --- | --- |
| O=C(Nc1ccccc1N1CCCCC1)c1ccccc1F | -0.61 |
| COc1ccc(C2NCCc3cc(OC)c(OC)cc32)cc1OC (stereo not given) | 0.57 |
| CC(C)N(CCO)C(=O)CCc1nnc(Cc2cccc(C(F)(F)F)c2)o1 | 0.71 |
| COc1cc(SC)ccc1C(=O)OC(C)C(=O)NC1CCCC1 (stereo not given) | 1 |

(listing goes on)
SMILES	PMI activator	G6PDH CS	SRC2 TRFRET art	Diaphorase inh	PPARg SRC1 recr	ROMK mod	PMI act satM6P	PPARg SRC-3 ag	PPARg SRC-2 ag	S1P3 antag	Diaphorase act
CCC(=O)c1cn(CC(=O)O)c2ccccc12	1	13	1619	2	1	.	1	4	-3	-24	1
Cc1ccc(C(=O)Nc2oc(-c3ccccc3)cc2C#N)cc1	0.8	8	1522	18	3	0.78	0.9	4	8	.	0.8
CCn1c2ccccc2c2cc([N+](=O)[O-])ccc21	1	6	1574	15	2	-0.41	1	3	5	3	0.9
O=C(CC1(O)C(=O)N(Cc2ccc3c(c2)OCO3)c2ccccc21)c1ccccc1 (stereo not given)	0.9	0	1472	22	-4	.	0.9	1	8	-22	0.8

Quoted at random: 3 compounds from above
SMILES	PMI activator	G6PDH CS	SRC2 TRFRET art	Diaphorase inh	PPARg SRC1 recr	ROMK mod	PMI act satM6P	PPARg SRC-3 ag	PPARg SRC-2 ag	S1P3 antag	Diaphorase act
CCc1nnc(NS(=O)(=O)c2ccc(N/C=C\C(=O)c3cccc(OC)c3)cc2)s1	1	4	1619	14	6	1.1	1	16	8	-2	0.9
CCOC(=O)c1cccc(NC(=O)CN2CCN(c3ccc(OC)cc3)CC2)c1	0.9	-1	1411	19	10	.	0.9	4	-3	6	0.8
COc1cc2c(cc1NC(=O)Nc1ccc(C)cc1)oc1ccccc12	0.9	-3	1454	12	0	1.2	1	-7	5	.	0.9

No enrichment for hits. Share with any hit: about 3.3%.
